N-glyco inh: blocks N-linked glycosylation in D54 reporter cells | D54 ERlucT glycosylation luciferase reporter, 24 h; percent of 100 nM tunicamycin response | reporter increase, % at 12.5 µM | 360,000 compounds, 0.23% hits | AID 588692;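 active = mean luciferase reporter signal, scaled so untreated is 0 and the glycosylation-blocking control 100, at or above a set limit in every replicate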;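 note: luciferase carries N-glycosylation sites so blocking glycosylation raises the light; 0% = median of neutral control wells and 100% = median of 100 nM tunicamycin wells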
ABHD5 PLIN5 PPI: inhibitors of human ABHD5-perilipin-5 interaction. Q00G26+Q8WTS1. Split G. princeps luciferase complementation, luminescence, 4 h. inhibition, % at 4 µM. 360,000 compounds, 0.78% hits. AID 602281;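 active = inhibition above the mean inhibition across every tested compound plus 3 SD, cut at about 22% in these data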;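 note: 0% = DMSO only wells and the 100% control is not disclosed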
MC4R antagonist: human MC4R antagonism in cAMP assay; P32245; MC4R-expressing cells, MTII-stimulated cAMP, LANCE TR-FRET; 360,000 compounds, 0.48% hits; inhibition, % at 6.5 µM; AID 540295;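 active = inhibition above its plate's cutoff, the mean of tested wells on that plate plus 3 SD, cut at about 29% in these data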;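 note: 0% = Melanotan II alone and 100% = Melanotan II plus saturating MCL0020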
Target sequence (P32245 whole entry, looked up): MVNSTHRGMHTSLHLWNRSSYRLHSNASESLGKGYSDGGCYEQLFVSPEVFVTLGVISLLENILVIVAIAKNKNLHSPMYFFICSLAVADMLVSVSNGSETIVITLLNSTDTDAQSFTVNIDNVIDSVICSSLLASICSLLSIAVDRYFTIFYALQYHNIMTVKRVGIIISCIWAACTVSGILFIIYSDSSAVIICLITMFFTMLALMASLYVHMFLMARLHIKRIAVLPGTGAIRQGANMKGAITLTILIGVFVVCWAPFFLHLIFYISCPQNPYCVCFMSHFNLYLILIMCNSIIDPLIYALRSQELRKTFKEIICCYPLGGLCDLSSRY
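System – human MC4R-expressing U2OS cells · Also added – Melanotan II · Dosing – one concentration, 6.5 µM nominal · Timing – 30-min compound, 1-h challenge, 1-h detection, room temperature · Measured by – Eu-cAMP/anti-cAMP TR-FRET, emission 671 nm · Replicates – singlicate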
TLR9-MyD88 block: blocks human TLR9 binding to MyD88 | inhibition, % at 4.98 µM | CHO BLA complementation TLR9-MyD88, CCF4 FRET ratio | Q9NR96+Q99836 | AID 504734 | 340,000 compounds, 0.21% hits;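 active = inhibition above the mean over all tested compounds plus 3 SD, cut at about 21% in these data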;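 note: 0% = DMSO only wells and 100% = clavulanate BLA inhibitor control wells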
SRC2 inh: inhibits human steroid receptor coactivator 2; Q15596; HEK293 GAL4-SRC2 luciferase reporter, luminescence; inhibition, % at 9 µM; 370,000 compounds, 0.17% hits; AID 651957;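 active = inhibition above the mean inhibition of all tested compounds plus 3 SD, set per campaign, cut at about 52% in these data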;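 note: 0% = DMSO treated cells and 100% = cells given Gossypol at 36 µM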
HTR2A ag: mouse HTR2A agonism via beta-arrestin recruitment. P35363. 360,000 compounds, 0.66% hits. CHO-K1 mHTR2A beta-arrestin complementation, luminescence; percent of 30 µM serotonin response. activation, % at 7.6 µM;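 active = activation above a run cutoff, the mean activation of all tested compounds plus 3 SD, cut at about 14% in these data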;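 note: 0% = plate median of compound wells and 100% = 30 µM serotonin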
Target sequence (P35363 whole entry, looked up): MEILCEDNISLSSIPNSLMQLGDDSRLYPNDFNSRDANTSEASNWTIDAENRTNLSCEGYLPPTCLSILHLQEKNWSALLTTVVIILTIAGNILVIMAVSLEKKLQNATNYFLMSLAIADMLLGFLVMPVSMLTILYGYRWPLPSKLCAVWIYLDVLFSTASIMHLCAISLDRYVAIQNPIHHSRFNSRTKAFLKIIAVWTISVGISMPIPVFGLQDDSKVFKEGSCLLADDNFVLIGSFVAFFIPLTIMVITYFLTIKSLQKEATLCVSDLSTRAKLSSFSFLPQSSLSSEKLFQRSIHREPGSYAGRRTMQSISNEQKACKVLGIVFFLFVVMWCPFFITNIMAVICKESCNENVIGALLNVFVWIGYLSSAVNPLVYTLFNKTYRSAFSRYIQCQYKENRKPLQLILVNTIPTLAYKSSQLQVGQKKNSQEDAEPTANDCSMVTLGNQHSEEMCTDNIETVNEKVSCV
H9c2 protect: protects H9c2 cardiomyocytes from peroxide injury. H2O2 injury protection, ATPLite, 2 h. protection from H2O2 cell death, % at 20 µM. 360,000 compounds, 0.63% hits. AID 588492;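 active = compounds giving at least 50% protection of heart cells from peroxide-induced death in the single-dose screen, raw or plate-pattern-corrected value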;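 note: 0% = DMSO wells with peroxide and 100% = DMSO wells without peroxide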
ABCB6 inh MLPCN: blocks the human ABCB6 transporter | Q9NP58 | K562-ABCB6 porphyrin accumulation, flow cytometry, 1 h; stronger effect = lower value | fluorescence ratio to DMSO, % at 10 µM | 360,000 compounds, 0.19% hits;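 active = fluorescence ratio to DMSO below 75%, the collection mean minus 3 SD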;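 note: signal is porphyrin accumulated inside mitochondria; 100% equals median channel fluorescence of DMSO control wells; lower ratio means ABCB6 inhibition with less porphyrin fluorescence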
MC4R barr agon: activates human MC4R beta-arrestin recruitment; P32245; U2OS MC4R beta-arrestin complementation, luminescence; percent of melanotan II response, DMSO zero; activation, % at 8.9 µM; 360,000 compounds, 0.98% hits;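 active = activation above a per-plate cutoff, the mean activation of sample wells on that plate plus 3 SD, cut at about 8% in these data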
NOD2-RIPK2 inh: NOD2-RIPK2 protein interaction inhibition | CHO BLA complementation NOD2-RIPK2, CCF4 ratio | inhibition, % at 4.98 µM | 360,000 compounds, 0.38% hits; in the data active = inhibition above about 21%;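 note: 0% = vehicle only and 100% = reference blocker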
* marks the source's active call; other numbers are inactive results; . = not tested or not shown. Not all compounds are listed (hit frequency here may not be typical).

1	COc1cccc(OC)c1OCCOc1ccc(C(=O)c2ccccc2)cc1
2	CCOC(=O)c1c(NC(=O)C(C)N2CCN(C(=O)c3ccco3)CC2)sc2c1CCCC2 (stereo not given)
3	COC(=O)CSc1nnc(-c2ccc3c(c2)OCO3)n1C
4	Cc1cccc(NC(=O)COC(=O)c2nn(-c3ccccc3C(F)(F)F)cc2O)c1C
5	CCCCN1C(N)=NC[C@@H]1C(C)O (stereo not given in full)
6	O=C(COC(=O)c1ccccn1)NC12CC3CC(CC(C3)C1)C2
7	CCc1sc(C(=O)N(CCOC)c2c(N)n(Cc3ccccc3)c(=O)[nH]c2=O)cc1C
8	COc1ccc(C2C(C(=O)N3CCC(C)CC3)c3ccccc3C(=O)N2C)cc1 (stereo not given)
entry no.,1,2,3,4,5,6,7,8
N-glyco inh,-2,-4,3,2,1,3,3,-1
ABHD5 PLIN5 PPI,-6,2,3,5,3,4,0,-7
MC4R antagonist,-5,17,0,4,16,-1,-2,1
TLR9-MyD88 block,5,8,-6,4,-11,-2,1,11
SRC2 inh,-13,15,-12,-3,-15,-10,-17,-18
HTR2A ag,-3,1,3,-2,-3,0,8,-7
H9c2 protect,-9,-18,10,-3,3,-3,0,23
ABCB6 inh MLPCN,99,99,101,101,105,92,95,98
MC4R barr agon,-0.9,1.4,3.5,-0.1,0.0,-1.6,-1.8,-2.0
NOD2-RIPK2 inh,-2,2,-7,-1,-1,-5,-7,-10

9	CCNC(=O)C(=O)NCC(c1cccs1)S(=O)(=O)c1ccc(C)cc1 (stereo not given)
10	Cc1ccc(S(=O)(=O)NNC(=O)c2cnn(-c3ccccc3)c2-n2cccc2)cc1
11	COc1ccc(C(=O)CC(C(=O)O)c2ccc(OC)c(OC)c2)cc1OC (stereo not given)
12	O=C1ON=C(c2ccccc2)/C1=C/c1ccccc1
13	CCOc1ccc(NC(=O)[C@H](C)NC(=O)C2CC(=O)N(c3ccc(OC)cc3)C2)cc1 (stereo not given in full)
14	Cc1ccc(-c2ccc(S(=O)(=O)N3CC(C)OC(C)C3)cc2)cc1 (stereo not given)
15	CCCCc1ccc(S(=O)(=O)NC(=O)C2(C)CCN2C(=O)C/C=C/c2ccccc2)cc1 (stereo not given)
16	O=C(Nc1ccccc1Sc1ccccc1)C1CCCO1 (stereo not given)
entry no.,9,10,11,12,13,14,15,16
N-glyco inh,0,1,2,0,1,3,2,0
ABHD5 PLIN5 PPI,-5,2,-5,-8,7,6,3,-3
MC4R antagonist,14,-5,7,22,-4,5,8,9
TLR9-MyD88 block,-6,0,-6,-6,-4,6,.,-5
SRC2 inh,8,16,3,-8,1,-34,-43,-38
HTR2A ag,-7,-3,0,3,1,0,1,-6
H9c2 protect,-3,0,9,4,-2,-6,1,-6
ABCB6 inh MLPCN,95,97,94,97,96,93,91,100
MC4R barr agon,-2.9,-1.7,-0.1,0.2,-0.4,-0.2,0.1,0.7
NOD2-RIPK2 inh,-2,-8,-6,0,-3,1,-10,-6

17	N#Cc1ccc(NC(=O)CSc2nc3[nH]c(=O)cc(O)c3s2)cc1
18	COc1ccc(NS(=O)CCCc2ccccc2)cc1 (stereo not given)
19	Cc1cc(C)n(C(=O)CCN2C(=O)c3ccccc3C2=O)n1
20	CCOC(=O)C1=CN(CC)S(=O)(=O)NC1c1cccc(OC)c1 (stereo not given)
21	[C-]#[N+][C@H](O[C@@H]1O[C@H](CO)[C@@H](O)[C@H](O)[C@H]1O)c1ccccc1
22	Cc1ccc(NC(=O)Cn2ncc3c([nH]c4ccccc43)c2=O)cc1Cl
23	CC[C@]12c3[nH]c4ccc(OC)cc4c3CCN1C(=O)C(CC(=O)NCC13CC4CC(CC(C4)C1)C3)C[C@@H]2C(=O)N1CCN(C(=O)c2ccco2)CC1 (stereo not given in full)
24	O=C(CCSCc1cccc(F)c1)NCc1ccc(F)cc1
entry no.,17,18,19,20,21,22,23,24
N-glyco inh,2,-1,3,-2,-1,3,-4,4
ABHD5 PLIN5 PPI,-4,-6,-6,6,4,14,-1,2
MC4R antagonist,0,.,0,3,10,4,3,9
TLR9-MyD88 block,6,.,0,-7,2,-14,-4,2
SRC2 inh,-2,1,-4,6,-13,-1,.,-6
HTR2A ag,9,-3,-1,0,-2,1,-11,-3
H9c2 protect,0,0,-2,-1,1,-1,2,2
ABCB6 inh MLPCN,99,95,97,100,102,101,90,99
MC4R barr agon,-3.3,.,0.1,-2.3,-2.1,-2.0,1.9,0.0
NOD2-RIPK2 inh,-9,-12,1,5,-14,-4,-25,-2

25	O=[N+]([O-])c1cc(-c2ncccn2)c([N+](=O)[O-])s1
26	Cc1nc(-c2cccc(NC(=O)C3CCCCC3)c2)cs1
27	N#C/C(=C/c1ccc(-c2cc([N+](=O)[O-])ccc2Cl)o1)C(N)=O
28	COC(=O)c1cc(S(=O)(=O)N2CCN(Cc3ccccc3)CC2)c[nH]1
29	COc1cc([N+](=O)[O-])ccc1NC(=O)COC(=O)C=C(C)C
30	CCCN1CCn2c3c(c4cc(Br)ccc42)CCCC31 (stereo not given)
31	Cc1nn(CC(=O)NNC(=O)c2cccc(Br)c2)c(C)c1[N+](=O)[O-]
32	CCOC(CCn1c(SCc2cccc([N+](=O)[O-])c2)nc2ccccc2c1=O)OCC
entry no.,25,26,27,28,29,30,31,32
N-glyco inh,13,2,0,0,2,-2,1,-4
ABHD5 PLIN5 PPI,20,9,1,5,12,-8,4,0
MC4R antagonist,-1,-5,11,-1,-12,-2,0,12
TLR9-MyD88 block,12,2,1,16,0,-16,6,0
SRC2 inh,6,5,12,14,-2,-7,-2,15
HTR2A ag,-2,1,6,-4,6,6,1,0
H9c2 protect,-27,-3,3,-3,0,-18,4,2
ABCB6 inh MLPCN,104,100,104,112,101,100,92,102
MC4R barr agon,-4.2,2.5,4.2,-1.8,0.6,1.0,-0.1,3.2
NOD2-RIPK2 inh,7,6,-16,2,-13,-4,-17,-3

Laid out differently: entries from further up.
The line under a structure holds: N-glyco inh, ABHD5 PLIN5 PPI, MC4R antagonist, TLR9-MyD88 block, SRC2 inh, HTR2A ag, H9c2 protect, ABCB6 inh MLPCN, MC4R barr agon, NOD2-RIPK2 inh
[31] Cc1nn(CC(=O)NNC(=O)c2cccc(Br)c2)c(C)c1[N+](=O)[O-]
    1, 4, 0, 6, -2, 1, 4, 92, -0.1, -17
[26] Cc1nc(-c2cccc(NC(=O)C3CCCCC3)c2)cs1
    2, 9, -5, 2, 5, 1, -3, 100, 2.5, 6
[28] COC(=O)c1cc(S(=O)(=O)N2CCN(Cc3ccccc3)CC2)c[nH]1
    0, 5, -1, 16, 14, -4, -3, 112, -1.8, 2
[30] CCCN1CCn2c3c(c4cc(Br)ccc42)CCCC31 (stereo not given)
    -2, -8, -2, -16, -7, 6, -18, 100, 1.0, -4
[29] COc1cc([N+](=O)[O-])ccc1NC(=O)COC(=O)C=C(C)C
    2, 12, -12, 0, -2, 6, 0, 101, 0.6, -13
[25] O=[N+]([O-])c1cc(-c2ncccn2)c([N+](=O)[O-])s1
    13, 20, -1, 12, 6, -2, -27, 104, -4.2, 7
[27] N#C/C(=C/c1ccc(-c2cc([N+](=O)[O-])ccc2Cl)o1)C(N)=O
    0, 1, 11, 1, 12, 6, 3, 104, 4.2, -16

(more compounds)
33	CCOc1cc(CNn2c(C)nnc2SCC(=O)NC(C)(C)C)ccc1OCC(=O)NC(C)(C)C
34	COc1ccc2nc(C(c3ccc(C)cc3)n3c(-c4ccccc4Br)nc4ccccc43)[nH]c2c1 (stereo not given)
35	Cc1ccc(NC(=O)c2ncn(CC(=O)NCc3nc4ccccc4[nH]3)n2)cc1C
36	Cc1cccc2cc3c(N)c(C#N)sc3nc12
37	Cc1nc2nc(-c3cccs3)[nH]c2cc1Br
38	CCN1CCc2c(sc(NC(=S)NC(=O)c3ccco3)c2C(N)=O)C1
39	CCc1nc2ccc(C(=O)NCCCN3CCCC3=O)cn2c1N(CC)C(C)=O
40	CCOc1ccc(N2C(=O)CC(NCC#N)C2=O)cc1 (stereo not given)
entry no.,33,34,35,36,37,38,39,40
N-glyco inh,-2,-1,-2,11,2,-3,3,2
ABHD5 PLIN5 PPI,-8,-4,-4,-7,5,-11,-1,-1
MC4R antagonist,-1,.,-1,-9,16,-8,-1,4
TLR9-MyD88 block,-5,.,-3,17,3,.,.,-6
SRC2 inh,9,-35,9,-28,-28,-60,5,-12
HTR2A ag,2,-5,0,1,6,0,2,4
H9c2 protect,8,-6,-25,-6,-8,-1,1,-1
ABCB6 inh MLPCN,102,104,101,105,94,106,95,94
MC4R barr agon,1.0,.,0.0,-0.3,-1.3,0.0,0.8,-1.7
NOD2-RIPK2 inh,-8,7,-1,14,-5,-4,-16,0

41	COC(=O)c1[nH]c2cc(OC)ccc2c1NC(=O)c1c(F)cccc1F
42	Cc1c(CC=C(Cl)Cl)c(=O)[nH]c2c(C)cccc12
43	COC(=O)COc1ccc(S(=O)(=O)Nc2ccccc2C(=O)OC)cc1
44	O=C(CCC1CCCCC1)NCc1ccc(F)cc1
45	COc1ccc(S(=O)(=O)N2CCC(N3CCCCC3)CC2)cc1
46	COc1ccc(Nc2nnc(SCC(=O)c3cc4ccccc4o3)s2)cc1
47	O=C(COC(=O)c1ccc2c(c1)C(=O)N(Cc1ccncc1)C2=O)Nc1ccccc1[N+](=O)[O-]
48	O=C(Cc1cccc(NC(=O)C2CCCN(C(=O)c3ccccc3)C2)c1)Nc1ccc(C(=O)N2CCOCC2)cc1 (stereo not given)
entry no.,41,42,43,44,45,46,47,48
N-glyco inh,2,2,1,3,-1,1,2,2
ABHD5 PLIN5 PPI,-10,-6,0,-2,4,-1,9,4
MC4R antagonist,-9,2,35*,2,4,-1,6,-5
TLR9-MyD88 block,-16,-3,-3,1,-9,3,2,-13
SRC2 inh,-12,-2,6,7,-9,-1,6,-29
HTR2A ag,-3,-2,-2,4,3,1,6,1
H9c2 protect,6,-9,-16,5,1,-17,4,7
ABCB6 inh MLPCN,99,115,99,98,99,100,89,99
MC4R barr agon,-3.0,-1.3,-0.7,-0.7,1.3,2.4,-1.9,-1.7
NOD2-RIPK2 inh,3,-11,-1,-34,1,10,2,-4

49	CCC(C)(C)NC(=O)CN(C(=O)C(=O)Nc1ccc2c(c1)OCCO2)C(C)(C)CC
50	CCOC(=O)c1c(NC(=O)c2ccnn2C)sc(C)c1C
51	CCOC(=O)c1ccc(NC(=O)C2CCC(CNc3c(N4CCOCC4)c(=O)c3=O)CC2)cc1 (stereo not given)
52	CC1(C)C(=O)OC(c2cccc([N+](=O)[O-])c2)C2(CCCCC2)C1=O (stereo not given)
53	O=c1ccc2c(ccc3ncccc32)o1
entry no.,49,50,51,52,53
N-glyco inh,0,3,-1,-2,0
ABHD5 PLIN5 PPI,4,0,6,2,-2
MC4R antagonist,3,-8,-4,6,1
TLR9-MyD88 block,0,6,-3,1,-7
SRC2 inh,-14,-6,-9,-6,24
HTR2A ag,-5,4,-6,-3,-5
H9c2 protect,5,0,0,-4,0
ABCB6 inh MLPCN,98,97,94,98,101
MC4R barr agon,1.2,-1.2,0.4,-0.2,0.9
NOD2-RIPK2 inh,-1,-10,4,-4,2
